# CHRM1 agonist: agonists of human M1 muscarinic receptor; CHO-K1 hM1, Fluo-8 calcium fluorescence, agonist mode; 0% DMSO, 100% acetylcholine EC100; 0.33% of 360,000 active; activation, % at 3 µM;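 active = activation above the run's mean compound activation plus 3 SD, cut at about 16% in these data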;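 also: peak over basal fluorescence ratio within a 140 s kinetic read after compound addition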
# Target sequence (P11229 whole entry, looked up): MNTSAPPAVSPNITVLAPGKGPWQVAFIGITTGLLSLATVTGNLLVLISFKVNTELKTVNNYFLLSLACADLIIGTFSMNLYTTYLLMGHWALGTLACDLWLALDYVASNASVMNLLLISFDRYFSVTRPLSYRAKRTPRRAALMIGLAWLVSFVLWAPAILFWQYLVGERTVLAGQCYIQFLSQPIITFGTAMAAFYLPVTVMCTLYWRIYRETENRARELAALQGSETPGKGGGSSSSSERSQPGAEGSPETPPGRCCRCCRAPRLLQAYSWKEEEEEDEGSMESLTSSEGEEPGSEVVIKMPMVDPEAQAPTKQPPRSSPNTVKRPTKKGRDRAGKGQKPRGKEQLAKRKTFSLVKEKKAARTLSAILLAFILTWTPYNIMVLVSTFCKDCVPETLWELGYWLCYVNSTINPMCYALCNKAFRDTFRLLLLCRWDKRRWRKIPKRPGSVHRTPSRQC
# CHO parental Ca: counter-screen for OX1R antagonists: effect in parental CHO cells; parental CHO-K1, ATP-induced calcium, Fluo-8 fluorescence; inhibition, % at 5.6 µM; 0.63% of 330,000 active;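 active = inhibition above that plate's mean sample inhibition plus 3 SD, cut at about 26% in these data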;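 also: 0% = ATP-challenged DMSO wells and 100% = DMSO wells without ATP; some compounds past the cut are filed as inactive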
#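 Material: Parental CHO cells | Reagent: ATP | Compound dosing: Single nominal dose of 5.6 µM per compound | Detection: Intracellular calcium via Fluo-8 no-wash fluorescent dye | Read-out: % inhibition of ATP-induced calcium mobilization | Benchmarks: Low control ATP plus DMSO, high control DMSO only | Replicates: Singlicate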
# TAAR1 antag: human TAAR1 antagonism | CHO RD-HGA16 TAAR1, Fluo-8 calcium fluorescence, antagonist | inhibition, % at 3 µM | 1.5% of 360,000 active;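 active = inhibition above a per-plate cutoff, the mean inhibition of test compounds on that plate plus 3 SD, cut at about 49% in these data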;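 also: 0% = DMSO plus EC80 beta-PEA response and 100% = DMSO alone without agonist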
#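 System: RD-HGA16 CHO cells with stable hTAAR1 and Gα16 | Probe or stimulus: EC80 β-phenethylamine stimulus | Dosing: 3 µM, single point | Times: Dye loading 75 min at 37 °C, then 30 min room temperature | Measured by: Fluo-8 calcium-sensitive fluorescence | Read-out basis: % inhibition of agonist calcium response | Replicates: n of 1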
# CHRM1 PAM: positive allosteric modulators of human M1 muscarinic receptor; AID 588819; CHO-K1 hM1, Fluo-8 calcium fluorescence, ACh EC20; 0% = ACh EC20, 100% = maximal ACh; P11229; activation, % at 3 µM; 0.088% of 360,000 active; in the data active = activation above about 19%, passing the limit was not always enough
# V1R ag counter: V1a receptor agonism, counter-screen for OXTR agonists. AID 2797. activation, % at 3 µM. CHO-V1R cells, Fluo-8 calcium fluorescence, agonist mode; 0% DMSO, 100% 3 nM vasopressin. P37288. 0.25% of 320,000 active;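 active = activation above the mean activation of all tested compounds plus 3 SD, per screening run, cut at about 20% in these data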;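 also: signal is peak over basal fluorescence ratio across a 100 second FLIPR read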
# CHRM1 antagonist: human CHRM1 antagonism. 1.3% of 360,000 active. inhibition, % at 3 µM. CHO-K1 hM1, Fluo-8 calcium fluorescence, ACh EC80 antagonist;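 active = percent inhibition above its own plate's cutoff, namely the mean of that plate's compound wells plus 3 SD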;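 also: peak over basal fluorescence ratio during 140 s after agonist addition; 0% = ACh EC80 plus DMSO and 100% = DMSO alone without agonist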
# OXTR potentiator: potentiators of human oxytocin receptor; P30559; CHO-OTR cells, Fluo-8 calcium fluorescence, potentiator mode; 0% = oxytocin EC15, 100% = EC100; activation, % at 3 µM; 0.061% of 320,000 active; AID 2445;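 active = activation above that plate's cutoff, the mean activation of tested compounds plus 3 SD, cut at about 6.6% in these data, passing the limit was not always enough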;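 also: 100% uses oxytocin at 75 nM as the full agonist control; some results filed as inactive read as strong as hits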
# Target sequence (P30559 whole entry, looked up): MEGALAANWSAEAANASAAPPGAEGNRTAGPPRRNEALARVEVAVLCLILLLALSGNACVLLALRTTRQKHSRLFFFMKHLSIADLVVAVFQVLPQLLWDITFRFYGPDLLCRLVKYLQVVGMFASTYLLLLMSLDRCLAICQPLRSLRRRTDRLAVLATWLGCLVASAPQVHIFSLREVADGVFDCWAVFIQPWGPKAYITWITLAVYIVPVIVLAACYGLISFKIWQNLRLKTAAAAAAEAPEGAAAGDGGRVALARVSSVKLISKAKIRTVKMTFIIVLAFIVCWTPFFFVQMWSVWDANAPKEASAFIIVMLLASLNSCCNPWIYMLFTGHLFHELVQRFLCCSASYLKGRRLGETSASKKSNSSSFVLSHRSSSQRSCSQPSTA
#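 Replication – single well per compound, singlicate · Assay system – CHO cell line stably expressing human OTR · Timing – 6 min pre-incubation, 100 s read · Measure – normalized max/min fluorescence ratio, % activation · Doses – 3.0 µM, one dose · Detection – Fluo-8 calcium dye fluorescence · Probe or stimulus – oxytocin near EC15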
# TAAR1 agonist: human TAAR1 agonism | Q96RJ0 | CHO RD-HGA16 TAAR1, Fluo-8 calcium fluorescence; vehicle wells 0%, saturating PEA agonist 100% | activation, % at 3 µM | 0.99% of 360,000 active | AID 624467;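 active = activation above the mean activation of all test compounds in the run plus 3 SD, cut at about 38% in these data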
#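 Repeats: no replicates (n 1) | Material: CHO-derived RD-HGA16 cells with stable Gα16 and human TAAR1 | Technique: Kinetic Fluo-8 calcium fluorescence | Schedule: 17-24 h seeding, 75 min 37 °C dye, 30 min RT | Evaluation: % activation from peak over basal fluorescence ratio, DMSO-to-PEA scaled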
# OXTR ag: human OXTR agonism; CHO-OTR cells, Fluo-8 calcium fluorescence; normalized: DMSO 0%, oxytocin 100%; activation, % at 3 µM; 0.32% of 320,000 active; AID 2435;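 active = activation above the mean of all tested compounds plus 3 SD, cutoff set per screening run, cut at about 20% in these data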;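 also: peak over basal fluorescence ratio from a 100 s FLIPR kinetic read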
# Numbers without * were called inactive; nt = not tested or not shown. Rows are unselected, and some 3.7% of all compounds hit somewhere here.
SMILES,CHRM1 agonist,CHO parental Ca,TAAR1 antag,CHRM1 PAM,V1R ag counter,CHRM1 antagonist,OXTR potentiator,TAAR1 agonist,OXTR ag
COc1ccccc1C1CCN(Cc2cccc([N+](=O)[O-])c2)CC1,-8,-25,-7,-22,-0.3,35*,-1,2,-1.8
COc1cccc(NC(=S)NC2CC(C)CC(C)(C)C2)c1 (stereo not drawn),-3,nt,-17,-15,nt,13,nt,1,nt
O=C(COC(=O)c1cccnc1Cl)NC1CCCc2ccccc21 (stereo not drawn),-4,-10,4,8,0.5,-1,0,2,0.9
CNC(=O)NC(=O)C(OC(=O)Cc1cccc(C(F)(F)F)c1)c1ccccc1 (stereo not drawn),2,-22,-10,12,-0.1,-3,-6,2,-1.4
COc1ccc2nc(C)cc(SCC(=O)N/N=C/c3c(OC)ccc4ccccc34)c2c1,-4,-15,-11,4,-0.5,0,-5,1,0.9
Cc1cccc(OCC(=O)NCC(=O)n2nc(C)cc2C)c1,-7,-19,0,7,-0.6,-14,-6,8,0.2
Cc1ccc(-c2cc(C(=O)Nc3nccs3)c3ccccc3n2)o1,-2,-14,31,-8,1.8,16,-2,12,0.1
COCC(=O)N(C)C[C@H]1N[C@@](C)(C(=O)OC)[C@H]2C(=O)N(Cc3ccccc3)C(=O)[C@@H]12,-2,-6,-23,0,0.7,-2,-6,4,1.1
COc1ccc(CCNC(=O)CSCC(=O)Nc2cc(S(C)(=O)=O)ccc2Cl)cc1,-3,-22,13,5,2.0,-1,-2,3,1.0
O=C(NNC(=S)Nc1ccccc1)c1ccc2ncccc2c1,-5,-13,-7,3,1.1,-5,-7,5,-0.4
CC(C)(C)OC(=O)N1CCC[C@H]1c1nnc(SCC(=O)Nc2cccc(Cl)c2)o1,2,-21,-4,3,2.6,-6,-7,2,1.0
O=C(NC(NC(=S)Nc1c(Cl)cccc1Cl)C(Cl)(Cl)Cl)OCc1ccccc1 (stereo not drawn),-6,-16,36,-7,4.5,6,-15,12,7.0
O=C(Nc1nnc([C@H]2C[C@H](O)[C@@H](CO)O2)s1)Nc1cccc2c1CCCC2,-3,nt,-25,6,nt,-6,nt,4,nt
COC(=O)c1cc(=O)nc(NN=C2c3ccccc3-c3ccccc32)s1,6,nt,13,1,nt,-5,nt,0,nt
COc1cc(C(CCN2CCOCC2)c2c(OC)cc(OC)c3c(-c4ccccc4)cc(=O)oc23)cc(OC)c1OC (stereo not drawn),-7,-9,-12,-2,nt,-11,nt,3,nt
O=C(NCc1ccco1)C1CCCN(S(=O)(=O)c2cc(Cl)ccc2Cl)C1 (stereo not drawn),-1,-9,-40,5,2.3,-10,-3,3,-0.7
O=C(COc1ccc(Br)cc1)NNC(=O)Cc1ccc(S(=O)(=O)N2CCOCC2)s1,0,nt,7,11,nt,-8,nt,5,nt
O=C(Nc1ccc(C(=O)N2CCCC2)cc1)Nc1ccc(Cl)cc1Cl,-2,-9,-3,4,-0.4,-8,1,1,0.2
O=C(CNC(=O)c1ccccc1)NC1(C(=O)NC2CCCC2)CCCCC1,-6,-10,-6,9,-0.8,-11,-6,1,1.3
Cc1cccc(-c2nc(=S)c3c(n2Cc2ccco2)CCCC3)c1,-12,-16,-11,7,-1.3,-9,2,5,-0.2
CC1(C)CC2C1CCC1(O)CC2(C)CCC1N(O)c1ccc(C(=O)NCCO)cn1 (stereo not drawn),-3,-15,0,2,0.8,-11,-1,4,1.1
CCn1c(=S)sc2c(=O)[nH]c(SCC(=O)Nc3cc(OC)ccc3OC)nc21,-2,-17,-1,7,1.7,-7,-2,-1,1.2
O=C(NCc1cccs1)c1ccccc1[N+](=O)[O-],-11,3,-3,8,0.4,-5,1,1,-1.0
CN1/C(=C\C(=O)Nc2ccc(F)cc2)C(C)(C)c2ccccc21,-8,28,8,-6,5.4,0,-12,9,1.2
COc1ccc([C@@H]2C[C@@H](c3ccccc3)Oc3cc(C)cc(C)c32)cc1,1,nt,7,11,nt,-6,nt,6,nt

# Reprinted at random: two records from the list, in no set order.
SMILES,CHRM1 agonist,CHO parental Ca,TAAR1 antag,CHRM1 PAM,V1R ag counter,CHRM1 antagonist,OXTR potentiator,TAAR1 agonist,OXTR ag
COc1ccc(CCNC(=O)CSCC(=O)Nc2cc(S(C)(=O)=O)ccc2Cl)cc1,-3,-22,13,5,2.0,-1,-2,3,1.0
O=C(COc1ccc(Br)cc1)NNC(=O)Cc1ccc(S(=O)(=O)N2CCOCC2)s1,0,nt,7,11,nt,-8,nt,5,nt

# The main list resumes, starting two compounds before the break.
SMILES,CHRM1 agonist,CHO parental Ca,TAAR1 antag,CHRM1 PAM,V1R ag counter,CHRM1 antagonist,OXTR potentiator,TAAR1 agonist,OXTR ag
CN1/C(=C\C(=O)Nc2ccc(F)cc2)C(C)(C)c2ccccc21,-8,28,8,-6,5.4,0,-12,9,1.2
COc1ccc([C@@H]2C[C@@H](c3ccccc3)Oc3cc(C)cc(C)c32)cc1,1,nt,7,11,nt,-6,nt,6,nt
CC(C)(C)OC(=O)N1CCC(CC2CC(c3ccccc3)=NO2)(C(=O)O)CC1 (stereo not drawn),12,-5,13,9,-0.2,5,-10,4,0.4
CCCCn1c(N)c(N(CCOC)C(=O)COc2ccc(Cl)cc2)c(=O)[nH]c1=O,-5,1,9,12,-0.2,-14,-10,4,0.4
CCOC(=O)CNC(=O)c1ccc(SCC)cc1,-2,-1,-17,0,0.0,3,1,0,-1.2
CCOC(=O)C1(C)CCN1C(=O)c1ccccc1OC (stereo not drawn),-2,nt,-10,17,nt,-20,nt,2,nt
Cc1ccc2cc(C3C(C#N)=C(N)Oc4c3ccc3cccnc43)c(=O)[nH]c2c1 (stereo not drawn),-8,-23,nt,6,-1.2,-6,4,nt,-1.6
CCCn1c(SCC(=O)NCCc2ccccc2)nnc1-c1ccco1,-1,-15,-15,8,0.4,-9,-9,2,1.3
O=c1[nH]c(C2CCN(S(=O)(=O)c3ccccc3)CC2)nc2c1nnn2Cc1cccc(Cl)c1,-9,-10,-12,7,-0.6,-13,-4,5,-0.9
O=C(CSc1ncnc2nc[nH]c12)N1CCOCC1,0,-2,-4,3,0.1,-7,-2,2,1.3
Cc1cc(C)c(S(=O)(=O)c2ccc(F)cc2C)c(=O)[nH]1,0,-15,-10,2,0.5,3,6,1,0.2
O=C(CN1C(=O)COc2ccccc21)c1cccc(Cl)c1,-8,-5,10,0,-1.5,-7,-1,1,-1.8
C[n+]1ccc(C(=O)NCCC[N+](C)(C)C)cc1/C=N/O,-6,-5,-6,11,-0.5,-14,1,13,0.0
CCOc1cc(/C=N/NC(=O)Cn2nc([N+](=O)[O-])cc2C)ccc1OCc1ccc(F)cc1,4,-8,41,4,-0.4,1,-5,12,-0.6
COc1ccc(CCNC(=O)CCS(=O)(=O)c2ccc3c(c2)oc(=O)n3C)cc1OC,-3,-6,-13,9,1.0,-10,0,0,-0.5
CCOc1cc(C(=O)NC(=S)Nn2cnnc2)cc(OCC)c1OCC,-3,-1,6,6,0.5,-2,-8,10,0.3
CCOC(=O)NC(Nc1ncccn1)(C(F)(F)F)C(F)(F)F,-5,6,-2,1,0.4,-13,-3,5,0.8
CSCCC(NC(=O)c1ccccc1Cl)C(=O)NCCOc1ccc(C)cc1 (stereo not drawn),-3,nt,-4,7,nt,-18,nt,-2,nt
Cc1nnc(NC(=O)CN2CCN(Cc3ccccc3)CC2)s1,-6,0,0,3,0.9,3,-8,-1,-0.8
COCCNC(=O)C(c1ccc(O)cc1)N(C(=O)CCC(=O)Nc1nccs1)c1cccc(C)c1 (stereo not drawn),-10,-20,8,12,0.0,-5,-7,1,-0.9
CCOc1ccc(C(=O)NCC(c2cccs2)N2CCOCC2)cc1 (stereo not drawn),-3,-17,0,-8,0.5,16,7,3,0.8
CN(C)CCCCOc1ccc(F)cc1,-16,0,16,6,1.2,-5,2,1,1.4
COc1ccc([C@H]2CC(=O)C=C(c3cccc(OC)c3)C2)cc1,-9,-29,30,-8,0.5,8,-1,2,-0.3
CSc1ccc(C(=O)C2CCCN(C(=O)CCc3cnn(C)c3)C2)cc1 (stereo not drawn),-3,-14,6,5,4.5,-4,-7,0,-0.5
COc1ccc(OC)c(NC(=O)COC(=O)CCCN=C2NS(=O)(=O)c3ccccc32)c1,-2,-10,-28,-1,1.1,-5,-1,8,0.2
COc1ccc(C2CC(=O)c3c(ccc4ccccc34)N2)cc1OC (stereo not drawn),0,-14,-1,3,1.9,-20,-18,9,4.7
Cc1nccc(-c2cccc(N/N=C(\C#N)C(=O)c3ccccc3)c2)n1,2,7,-21,-1,8.5,3,-15,3,5.3

# The results go on:
SMILES,CHRM1 agonist,CHO parental Ca,TAAR1 antag,CHRM1 PAM,V1R ag counter,CHRM1 antagonist,OXTR potentiator,TAAR1 agonist,OXTR ag
O=C(c1ccco1)N1CCN(c2ncnc3scc(-c4ccc(F)cc4)c23)CC1,-5,-22,0,4,-1.4,0,-5,8,-1.7
O=C(Cn1cnnn1)NC1CCCN(Cc2ccccc2F)C1 (stereo not drawn),-2,-1,0,7,0.4,-5,-4,0,0.6
COC(=O)c1ccc(-n2c(C)cc(/C=N/n3cnnc3)c2C)cc1,-6,8,-9,11,1.1,-33,-8,7,2.7
O=C(COC(=O)C1CC(=O)N(c2nc(-c3ccccc3)cs2)C1)c1ccccc1 (stereo not drawn),0,2,-14,10,1.6,-5,0,8,0.2
CCOc1ccc2[nH]cc(C(=O)N3CCN(C4CCCCC4)CC3)c(=O)c2c1,-8,-8,-14,4,0.2,-9,-2,5,-1.0
CCOC(=O)c1sc(C)c2c1NC(C)(c1cccc3ccccc13)NC2=O (stereo not drawn),-4,-25,-8,2,1.1,-4,-11,15,0.4
Cc1ccc(C)c(SCC(=O)OCC(=O)Nc2ccc(S(=O)(=O)N3CCOCC3)cc2)c1,-3,-5,12,-1,6.7,15,-9,24,12
COc1cc(/C=C/C(=O)OCc2cn3cc(Cl)ccc3n2)ccc1O,-3,-21,2,8,0.4,-10,1,2,-0.8
Cc1cc(C)c(S(=O)(=O)NCc2ccncc2)c(C)c1,2,27,4,-6,8.1,20,-17,10,13
COc1ccc(/C=N/c2oc(-c3ccccc3)cc2C#N)cc1OC,-3,0,8,3,0.3,-5,-7,12,-0.1
OC(COc1ccc2ccccc2c1Br)Cn1cnc(-c2ccccc2)c1 (stereo not drawn),-1,-12,19,7,2.8,-25,-2,13,3.5
COc1ccc(-n2nc(C(=O)Nc3cc(OC)c(OC)c(OC)c3)c3ccccc3c2=O)c(OC)c1,-5,-5,4,2,0.1,2,-6,3,1.5

# Assay outcomes deposited in PubChem by The Scripps Research Institute Molecular Screening Center.
